Platelet DG rel: modulates dense granule release in human platelets | human platelet-rich plasma, SFLLRN dense granule ATP release, luminescence | 300,000 tested, 0.22% active | inhibition, %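 (compounds screened at 7.5 µM in platelet-rich plasma)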;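 active means mean replicate score, as percent of positive control, at or above 50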
RGS4 pot: RGS4 potentiation or activation. HEK293 M3R/inducible RGS4, carbachol calcium flux Fluo4; active compounds read low. B-score at 10 µM. 310,000 tested, 0.92% active. AID 463111;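 active means B-score of the integrated calcium signal more than 4 SD below the library mean, with starting fluorescence not abnormally high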;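 further: negative B-score means reduced calcium response which marks RGS4 activation or potentiation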
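System – HEK293 FlpIn-TREx cells, stable M3R, doxycycline-inducible RGS4 · Reagent – ECmax carbachol challenge · Times – compound preincubation 20 min at room temperature before agonist · Technique – Fluo4 fluorescence kinetic imaging of calcium · Measure – B score of integrated Fluo4 ratio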
TRPC6 act: activates the mouse TRPC6 cation channel; Q61143; HEK293-TRPC6 membrane potential dye fluorescence; active compounds read high; B-score at 10 µM; 310,000 tested, 0.13% active; AID 2550;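 active means B-score of the integrated fluorescence ratio above library mean plus 3 SD, and starting fluorescence ratio within library mean plus 5 SD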;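 further: higher score means more depolarization so channel activation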
Target sequence (Q61143 whole entry, looked up): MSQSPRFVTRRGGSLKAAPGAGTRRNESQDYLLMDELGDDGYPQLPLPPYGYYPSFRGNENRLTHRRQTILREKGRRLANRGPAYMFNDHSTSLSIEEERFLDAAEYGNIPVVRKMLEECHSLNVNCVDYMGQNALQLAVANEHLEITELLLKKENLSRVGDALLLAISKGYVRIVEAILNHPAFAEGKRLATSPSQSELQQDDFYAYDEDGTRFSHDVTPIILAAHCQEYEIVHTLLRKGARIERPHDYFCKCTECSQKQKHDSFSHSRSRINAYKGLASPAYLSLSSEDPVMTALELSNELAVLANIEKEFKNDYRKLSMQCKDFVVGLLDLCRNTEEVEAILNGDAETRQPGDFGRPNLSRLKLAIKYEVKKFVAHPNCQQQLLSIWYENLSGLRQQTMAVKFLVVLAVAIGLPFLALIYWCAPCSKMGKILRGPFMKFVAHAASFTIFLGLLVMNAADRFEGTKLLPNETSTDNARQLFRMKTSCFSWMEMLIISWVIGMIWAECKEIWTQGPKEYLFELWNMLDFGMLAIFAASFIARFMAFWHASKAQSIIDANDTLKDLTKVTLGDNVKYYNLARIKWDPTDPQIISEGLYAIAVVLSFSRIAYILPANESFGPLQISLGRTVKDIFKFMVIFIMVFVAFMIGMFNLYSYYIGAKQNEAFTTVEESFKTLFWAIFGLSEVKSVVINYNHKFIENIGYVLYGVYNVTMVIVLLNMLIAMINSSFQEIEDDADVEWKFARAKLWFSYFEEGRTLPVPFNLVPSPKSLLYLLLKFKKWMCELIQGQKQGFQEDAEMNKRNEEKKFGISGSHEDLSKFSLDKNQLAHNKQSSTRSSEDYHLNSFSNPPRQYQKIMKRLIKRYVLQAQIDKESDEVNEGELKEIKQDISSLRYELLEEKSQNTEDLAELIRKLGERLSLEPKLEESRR
MrgX1 allo act: allosterically activates human MrgX1 receptor signaling; AID 588675; Q96LB2; 310,000 tested, 0.63% active; MrgX1-HEK293, Fluo-4 calcium flux, FDSS; active compounds read high; B-score at 10 µM;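 active means plate-corrected calcium response at least 3 library SD above typical, normal starting fluorescence, not activating the receptor alone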;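 further: compound read alongside a low EC10 to EC30 dose of BAM8-22 agonist; peak minus trough fluorescence over baseline measured at the second addition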
TRPC6 inh: blocks the mouse TRPC6 cation channel; Q61143; HEK293-TRPC6, membrane potential dye, ACh-evoked depolarization; active compounds read low; B-score at 10 µM; 310,000 tested, 1.1% active; AID 2553;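 active means B-score under library mean minus 3 SD, initial fluorescence not abnormally high, positive integrated signal ratio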;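 further: B-score derived from integrated fluorescence ratio over the kinetic read; more negative B-score means stronger inhibition of depolarization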
HIF activator: HIF pathway transcriptional activation | 300,000 tested, 0.32% active | activation, % at 7.5 µM (by protocol) | U2OS HRE-luciferase reporter, luminescence; normalized: DMSO 0%, desferrioxamine 100%;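 active means mean activation of at least 10% of the iron chelator positive control signal, with at least half of replicates also reaching 10%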
SKKanGAS inh: blocks kanamycin growth of S. pyogenes SKKanGAS strain | AID 1662 | BacTiter-Glo, 6 h | inhibition, % at 7.5 µM | 300,000 tested, 1.3% active;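 active means mean replicate score, as percent of positive control median, at least 50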;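 further: strain carries kanamycin resistance gene driven by streptokinase promoter and grows in 40 µg/ml kanamycin; loss of luminescence reflects streptokinase promoter inhibition or plain growth inhibition; 0% = median of DMSO wells and 100% = positive control at its reference dose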
MrgX1 ag: human MrgX1 receptor agonism, primary screen; MrgX1-HEK293 cells, Fluo-4 calcium fluorescence, agonist mode; active compounds read high; B-score at 10 µM; 310,000 tested, 0.44% active;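 active means calcium response B-score plate-corrected fluorescence ratio at least 3 library SD, with starting fluorescence B-score inside 5 SD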
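Material: MrgX1-expressing HEK293 cells; input: 15,000 cells per well; doses: test compound given as first of three sequential additions; schedule: overnight plating before 1 h dye loading; technique: Fluo-4 NW calcium-flux fluorescence, kinetic read; evaluation: baseline-normalised fluorescence change ratio, B-scored; control set: plate-wise positive and negative controls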
TRPC4 block: inhibitors of mouse TRPC4 channel. Q9QUQ5. HEK293 TRPC4beta/mu-opioid, DAMGO-evoked Fluo4 calcium flux; active compounds read low. B-score at 10 µM. 300,000 tested, 0.39% active. AID 2247;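 active means B-score over 3 SD under the library average, no early fluorescence shift, positive overall ratio signal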
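Assay system – HEK293 line stably carrying TRPC4beta and mu-opioid receptor · Doses – single dose · Detection – Fluo4 calcium-dye fluorescence, kinetic read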
MrgX1 antag: human MrgX1 receptor antagonism, primary screen; 310,000 tested, 1.3% active; AID 588676; B-score at 10 µM; MRGX1-HEK293 calcium flux, Fluo-4, BAM8-22 antagonism; active compounds read low; Q96LB2;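 active means calcium-response B-score plate-corrected more than 3 library SD below zero, starting fluorescence within 5 deviations, no agonist response on first addition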;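 further: peak minus trough fluorescence over baseline after final BAM8-22 challenge near maximal dose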
RGS4 block: human RGS4 inhibition; P49798; HEK293 M3R/RGS4 inducible, Fluo-4 calcium flux; active compounds read high; triggered by carbachol at its EC20; B-score at 10 µM; 310,000 tested, 0.45% active; AID 463165;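 active means B-score, a plate-corrected calcium signal, over three deviations above library mean, with baseline fluorescence within five deviations of library mean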;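 further: RGS4 expression induced by doxycycline in cells with stable M3 receptor; B-score is computed from the integrated fluorescence ratio over baseline after carbachol; higher B-score means a larger calcium signal and so more RGS4 inhibition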
The depositor's hits bear a star; i = inactive; · = no result given.

canonical_smiles,Platelet DG rel,RGS4 pot,TRPC6 act,MrgX1 allo act,TRPC6 inh,HIF activator,SKKanGAS inh,MrgX1 ag,TRPC4 block,MrgX1 antag,RGS4 block
Cn1c(-n2c(-c3ccco3)nc3ccccc3c2=O)nc2ccccc21,2,i,i,i,i,0.9,-9,i,i,i,i
CCN(CC)S(=O)(=O)c1cccc(-c2nnc(SCC(=O)c3cc(C)n(C)c3C)o2)c1,-2,i,i,i,i,-34,3,i,i,i,i
CCOc1ccc(N(CC(=O)NCc2cccc(OC)c2)S(=O)(=O)c2c(C)noc2C)cc1,-3,i,i,i,i,-0.3,-9,i,i,i,i
Cc1ccc(-c2nn(-c3ccccc3)cc2/C=N/NC(=O)CSc2nnc(C)n2-c2ccccc2)cc1,3,i,i,i,i,1.9,54*,i,i,i,i
O=C(c1cccc(-c2ccc(O)cc2)c1)N1CCOCC1,2,i,i,i,i,0.3,2,i,i,i,i
COc1ccc(-c2c[n+](CC(=O)c3ccccc3)c3n2CCCCC3)cc1,0,i,i,i,i,0.0,8,i,i,i,i
COc1cscc1C(N)=O,-6,i,i,i,i,-0.3,2,i,i,i,i
CCOC(=O)c1ccc(NC(=O)CSc2nncn2-c2cccnc2)cc1,17,i,i,i,i,-0.2,-1,i,i,i,i
CC(=O)CCc1oc2ccc(C)cc2c1-c1ccc(C)o1,-3,i,i,i,i,0.2,8,i,i,i,i
CC1=C(C#N)C(Nc2ccc(C)cn2)(C(F)(F)F)C(=O)N1 (centres undefined),1,i,i,i,i,-0.2,-5,i,i,i,i
O=C(Nc1ccc(-c2ccc3nncn3n2)cc1)C1CCCC1,5,i,i,i,i,0.9,3,i,i,i,i
COc1ccc(C2NC(=S)NC(O)(C(F)(F)F)C2C(=O)c2cccs2)cc1 (centres undefined),-1,i,i,i,i,0.0,1,i,i,i,i
O=C(Nc1ccc(N2CCN(C(=O)c3ccccc3)CC2)cc1)c1ccc([N+](=O)[O-])o1,-1,i,i,·,i,-3.2,3,·,i,·,i
Cc1nc(C)n(C(=O)N(c2ccccc2)c2ccccc2)n1,4,i,i,i,i,0.1,4,i,i,i,i
CC(C)(C)Nc1nc(Cl)nc(NCc2ccccc2)n1,2,i,i,i,i,0.1,24,i,i,i,i
Cc1ccc2nc(SCC(=O)NNC(=O)c3ccccc3)[nH]c2c1,11,i,i,i,i,-0.1,-5,i,i,i,i
COc1ccc(C(=O)CC(=O)C(=O)Nc2ccccc2C(F)(F)F)cc1,3,i,i,i,i,2.1,85*,i,i,i,i
Cc1ccc(OCC(=O)c2cc(C)n(Cc3cccs3)c2C)c([N+](=O)[O-])n1,-1,i,i,i,i,-2.5,-3,i,i,i,i
CCC(NC(=O)c1ccccc1Br)c1ccccc1 (centres undefined),-4,i,i,i,i,-0.3,-2,i,i,i,i
CN(C)S(=O)(=O)N1CCC(Oc2ccc(C(=O)NCc3cnn(C)c3)cc2)CC1,2,i,i,i,i,0.6,2,i,i,i,i
Nc1c(Cl)ncnc1NCCc1ccc(O)cc1,-6,i,i,i,i,0.0,-8,i,i,i,i
O=C(c1nn2c(C(F)(F)F)cc(-c3cccs3)nc2c1Br)N1CCCc2ccccc21,-4,i,i,i,i,-2.3,5,i,i,i,i
Cc1ccc(OCC(=O)N2N=C(c3ccncc3)CC2(O)C(F)(F)F)cc1C (centres undefined),-4,i,i,i,i,-0.1,5,i,i,i,i
CN(C)S(=O)(=O)c1ccc(Cl)c(NC(=O)COC(=O)CNC(=O)c2ccco2)c1,-13,i,i,i,i,0.1,1,i,i,i,i
S=C(N/N=C1\C2CN3CCN(C2)CC1(c1ccccc1)C3)Nc1ccccc1,-27,i,i,i,i,0.4,6,i,i,i,i
O=C(Cc1ccc(-n2c(=O)c3ccccc3n(Cc3ccccc3F)c2=O)cc1)NCC1CCCO1 (centres undefined),-26,i,i,i,i,-0.3,-2,i,i,i,i
O=C(/C=C/c1cccc(Cl)c1)N1CCC(Cc2ccccc2)CC1,-13,i,i,i,i,0.5,9,i,i,i,i
CCOc1ccc(-c2nc(C#N)c(NCC3CCCO3)o2)cc1 (centres undefined),-2,i,i,i,i,-0.4,1,i,i,i,i
CCCCN(C(=O)CSc1nnc(-c2ccc(OC)cc2)n1CC)c1c(N)n(Cc2ccccc2)c(=O)[nH]c1=O,4,i,i,i,i,-0.3,1,i,i,i,i
CC(=O)c1cccc(Nc2ncnc3ccc(Br)cc23)c1,-1,i,i,i,i,0.6,7,i,i,i,i
O=C(/C=C/c1ccco1)N(Cc1ccc(Cl)cc1)C1CCS(=O)(=O)C1 (centres undefined),12,i,i,i,i,0.0,2,i,i,i,i
Cc1ccc(C)c(CNS(=O)(=O)c2c(C)[nH]c(C)c2C(=O)N2CCCCC2)c1,-14,i,i,i,i,0.3,1,i,i,i,i
S=c1[nH]nc(-c2cccc(Br)c2)o1,-4,i,i,i,i,0.4,2,i,i,i,i
O=C(CC1Oc2ccccc2NC1=O)NCCCN1CCN(C2CCCCC2)CC1 (centres undefined),3,i,i,i,i,·,-3,i,i,i,i
Cn1c(C(=O)OC(C(=O)NC2CCCC2)c2cccnc2)cc2sccc21 (centres undefined),12,i,i,i,i,0.0,-3,i,i,i,i
CN(CC(=O)Nc1cccc(F)c1)C(=O)c1cn(-c2ccccc2)nc1-c1cccs1,8,i,i,i,i,0.2,18,i,i,i,i
COc1ccc(C(O)C(CC(=O)NCCCOC(C)C)C(=O)NCCCOC(C)C)cc1OC (centres undefined),-6,i,i,i,i,-0.1,-1,i,i,i,i
Cc1ccc([N+](=O)[O-])c(OCCCN2C(=O)NC(C)(C)C2=O)c1,-2,i,i,i,i,-0.2,-1,i,i,i,i
CCCn1cc(SCC(=O)Nc2nnc(C)s2)c2ccccc21,3,i,i,i,i,-0.1,-2,i,i,i,i
CCSc1nnc(NC(=O)C2Cc3ccccc3CN2C(=O)c2ccco2)s1 (centres undefined),7,i,i,i,i,0.1,9,i,i,i,i
COc1ccc(Cc2ccc(OC)c(N)c2)cc1N,-10,i,i,i,i,0.6,0,i,i,-5.5*,i
Cc1ccc2c(c1)C1CC(C)(O2)N(c2cccc(C(=O)N3CCN(c4ccccn4)CC3)c2)C(=O)N1 (centres undefined),-8,i,i,i,i,-0.3,-8,i,i,i,i
Cc1ccccc1Nc1ncc(C#N)c(N)n1,2,i,i,i,i,0.8,1,i,i,i,i
CN(C)c1ccc(CNc2ncn[nH]2)cc1,3,i,i,i,i,-0.1,-8,i,i,i,i
Cc1nc2ncnn2c(C)c1Cc1ccc(Cl)cc1,-3,i,i,i,i,-0.5,-1,i,i,i,i

MrgX1 antag: hit marks shown above.
canonical_smiles	Platelet DG rel	TRPC6 act	TRPC4 block	MrgX1 antag	RGS4 block
COc1ccc(Cc2ccc(OC)c(N)c2)cc1N	-10	i	i	-5.5*	i

Continuation.
canonical_smiles,Platelet DG rel,RGS4 pot,TRPC6 act,MrgX1 allo act,TRPC6 inh,HIF activator,SKKanGAS inh,MrgX1 ag,TRPC4 block,MrgX1 antag,RGS4 block
O=[N+]([O-])c1ccccc1/C=C/C=N/n1c(-c2ccco2)n[nH]c1=S,0,i,i,i,i,0.1,2,i,i,i,i
O=C(O)c1ccc(NC(=S)N2CCCCC2)cc1,5,i,i,i,i,2.3,5,i,i,i,i
Cc1ccc2nc(-c3ccc(F)cc3)nc(SCC(=O)NCC3CCCO3)c2c1 (centres undefined),-3,i,i,i,i,-0.1,8,i,i,i,i
N#CCCn1c(O)c(N=NC(=O)CNC(=O)c2cccs2)c2ccccc21,0,i,i,i,i,0.0,-7,i,i,i,i
O=c1[nH]c(Cn2nnc(-c3ccccc3)n2)nc2scc(-c3ccccc3)c12,16,i,i,i,i,-0.2,10,i,i,i,i
CCCNS(=O)(=O)c1ccc(CCC(=O)N2CCN(c3ccc(F)cc3)CC2)cc1,4,i,i,i,i,-0.7,-10,i,i,i,i
COc1ccccc1C(=O)Nc1nc(-c2ccc(S(=O)(=O)N3CCOCC3)cc2)cs1,-1,-9.6*,i,i,i,0.0,9,i,i,-8.3*,i
CCCc1cc(=O)oc2cc(C)c3c(C)coc3c12,2,i,i,i,i,-0.5,-7,i,i,i,i
COc1ccc(-c2nn(-c3ccccc3)cc2C(=O)N2c3ccc(C)cc3C3CN(C)CCC32)cc1 (centres undefined),-4,i,i,i,i,0.0,6,i,i,i,i
Cc1cc2ccccc2n1CCNC(=O)c1ccc(S(=O)(=O)N2CCOCC2)cc1,-1,i,i,i,i,-0.4,6,i,i,i,i
COc1cc(/C=C(\C#N)C(=O)NCc2ccccc2)ccc1OCc1ccc(C(=O)O)cc1,0,i,i,i,i,0.6,13,i,i,i,i
COc1cccc(/C=N/n2c(-c3n[nH]c4c3CCC4)n[nH]c2=S)c1OC,-2,-7.3*,i,i,i,-0.1,8,i,i,i,i
COCCN(Cc1cc2ccccc2[nH]c1=O)C(=O)c1ccccc1OC,0,i,i,i,i,-0.7,-1,i,i,i,i
Cc1cc(OCC(=O)NCc2cccnc2)ccc1[N+](=O)[O-],-1,i,i,i,i,-0.5,-2,i,i,i,i
Cc1cc(C)n2c(nc3ccccc32)c1C(=O)NCc1ccccc1,3,i,i,i,i,-0.6,-14,i,i,i,i
O=C(c1ccco1)N1CCN(c2nc3ccccc3n3nnnc23)CC1,·,i,i,i,i,·,·,i,i,i,i
